TROY signal inh = TROY signaling inhibition. AID 1347056. Q293 LMP1-TROYcd NF-kB luciferase reporter, 4 h. inhibition, % at 10 µM. hit rate 0.98% among 360,000;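 active = compounds whose plate-normalised and pattern-corrected inhibition of the luciferase reporter signal at the single screening dose is 50% or more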
EBV LMP1 NFkB = Epstein-Barr LMP1 NF-kappaB reporter inhibition; inhibition, % at 12.5 µM; hit rate 0.69% among 350,000; LMP1-induced NF-kappaB luciferase reporter cells, luminescence; in the data active = inhibition above about 41%;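 note: 0% = neutral control wells and 100% = reference inhibitor control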
NR2F2 inh = blocks human COUP-TFII nuclear receptor; P24468; HEK293T NGFI-A luciferase reporter, luminescence; inhibition, % at 8.6 µM; hit rate 0.7% among 370,000; AID 686940;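 active = inhibition above a per-plate cutoff, mean inhibition of test wells between control levels plus 3 SD, cut at about 38% in these data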;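 note: cells cotransfected with COUP-TFII expression vector driving the NGFI-A reporter; 0% = median of COUP-TF2 test wells and 100% = reporter-only cells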
LRH-1 inv ag = suppresses constitutive activity of human LRH-1. hit rate 0.13% among 360,000. AID 602396. O00482. inhibition, % at 3.6 µM. HEK293T StAR-luciferase reporter, LRH-1 transfected, 24 h;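 active = inhibition above the mean inhibition of all tested compounds plus 3 SD, cut at about 73% in these data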;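 note: 0% = DMSO wells and 100% = reporter-only cells lacking LRH-1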
NCOA2 inhibitor = human SRC2 (NCOA2) inhibition | HEK293 GAL4-SRC2 luciferase reporter, luminescence | Q15596 | hit rate 0.17% among 370,000 | inhibition, % at 9 µM;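 active = inhibition above the mean inhibition of all tested compounds plus 3 SD, set per campaign, cut at about 52% in these data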;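 note: 0% = DMSO treated cells and 100% = cells given Gossypol at 36 µM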
Target sequence (Q15596 whole entry, looked up, the tested form may be a part): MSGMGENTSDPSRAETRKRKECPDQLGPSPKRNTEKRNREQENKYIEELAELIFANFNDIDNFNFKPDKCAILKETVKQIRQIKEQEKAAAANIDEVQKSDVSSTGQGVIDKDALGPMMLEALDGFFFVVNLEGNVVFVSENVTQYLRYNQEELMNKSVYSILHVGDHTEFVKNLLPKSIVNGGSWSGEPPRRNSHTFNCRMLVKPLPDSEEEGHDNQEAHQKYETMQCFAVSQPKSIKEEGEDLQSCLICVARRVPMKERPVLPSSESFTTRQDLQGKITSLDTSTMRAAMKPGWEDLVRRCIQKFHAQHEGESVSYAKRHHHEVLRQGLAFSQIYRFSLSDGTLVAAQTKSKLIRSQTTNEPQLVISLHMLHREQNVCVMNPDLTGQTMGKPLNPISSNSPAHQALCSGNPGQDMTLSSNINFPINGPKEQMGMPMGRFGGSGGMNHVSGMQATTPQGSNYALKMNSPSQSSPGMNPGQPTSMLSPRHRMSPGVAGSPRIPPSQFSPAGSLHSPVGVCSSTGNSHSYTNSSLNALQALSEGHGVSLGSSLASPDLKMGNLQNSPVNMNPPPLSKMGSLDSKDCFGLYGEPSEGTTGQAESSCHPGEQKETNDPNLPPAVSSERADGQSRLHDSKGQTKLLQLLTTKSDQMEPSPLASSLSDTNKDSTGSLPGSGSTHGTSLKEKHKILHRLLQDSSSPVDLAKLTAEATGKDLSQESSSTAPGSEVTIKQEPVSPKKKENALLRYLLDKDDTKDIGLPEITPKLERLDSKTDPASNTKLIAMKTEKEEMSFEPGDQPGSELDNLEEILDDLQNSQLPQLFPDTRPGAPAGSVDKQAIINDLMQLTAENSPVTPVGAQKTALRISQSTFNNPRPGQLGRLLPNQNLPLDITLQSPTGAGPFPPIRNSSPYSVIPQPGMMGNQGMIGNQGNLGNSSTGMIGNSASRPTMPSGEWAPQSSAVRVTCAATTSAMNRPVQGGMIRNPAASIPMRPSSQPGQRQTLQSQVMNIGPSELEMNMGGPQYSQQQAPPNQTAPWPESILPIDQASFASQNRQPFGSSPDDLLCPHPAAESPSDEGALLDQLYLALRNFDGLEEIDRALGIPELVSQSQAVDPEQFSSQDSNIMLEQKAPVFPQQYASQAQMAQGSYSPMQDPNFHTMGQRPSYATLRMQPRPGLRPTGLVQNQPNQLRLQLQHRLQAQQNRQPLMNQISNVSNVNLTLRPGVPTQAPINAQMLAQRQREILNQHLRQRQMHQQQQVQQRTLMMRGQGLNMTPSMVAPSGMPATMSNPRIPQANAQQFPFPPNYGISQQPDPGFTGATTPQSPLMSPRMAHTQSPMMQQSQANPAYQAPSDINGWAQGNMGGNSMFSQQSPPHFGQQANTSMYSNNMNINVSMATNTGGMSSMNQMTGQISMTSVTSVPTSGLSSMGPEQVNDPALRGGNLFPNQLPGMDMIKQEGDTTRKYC
CF NFkB block = blocks PAF-induced NF-kB reporter in cystic fibrosis cells; KKLEB NF-kB-GFP reporter, GFP fluorescence overnight; hit rate 0.86% among 360,000; inhibition, % at 5 µM;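 active = at least 50% inhibition at 5 µM, scaled per plate between neutral and stimulator controls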;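 note: PAF is a Pseudomonas aeruginosa culture filtrate used as stimulus; plate controls were PAF-stimulated DMSO wells for no effect and unstimulated DMSO wells for full effect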
NCOA1 inh = human NCOA1 inhibition | Q15788 | HEK293 GAL4-SRC1 luciferase reporter, luminescence | inhibition, % at 3.6 µM | hit rate 0.12% among 360,000;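 active = inhibition above the campaign mean plus 3 SD, with each screening campaign given its own cutoff, cut at about 60% in these data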;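 note: 0% = DMSO treated cells and 100% = gossypol at 36 µM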
KKLEB cytotox = reduces viability of KKLEB cystic fibrosis airway cells | KKLEB CF airway cells viability, ATPlite luminescence, overnight; hits give low values; cells stimulated with P. aeruginosa culture filtrate | activity change (cytotoxicity), % at 5 µM | hit rate 0.36% among 360,000;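 active = corrected activity change at or below -50% at 5 µM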
C8 TRAIL sens = caspase-8 TRAIL sensitization; NB7+C8 cells + TRAIL, ATPlite viability luminescence; inhibition (viability loss, TRAIL sensitization), % at 10 µM; hit rate 1% among 360,000; AID 624354;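 active = compounds causing at least 50% loss of cell viability in the single-dose screen, relative to plate controls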
TWEAK-Fn14 inh = blocks TWEAK-Fn14 interaction in a reporter cell assay. TWEAK-stimulated Fn14 reporter cells, luciferase luminescence, 8 h. inhibition, % at 10 µM. hit rate 2% among 360,000. AID 1159606; in the data active = inhibition above about 50%
SRC3 inh = inhibitors of human steroid receptor coactivator 3 (SRC3) | hit rate 0.17% among 360,000 | inhibition, % at 3.6 µM | HEK293 GAL4-SRC3 luciferase reporter, luminescence;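 active = inhibition above a per-campaign cutoff, the mean of all compounds plus 3 SD, cut at about 60% in these data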;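 note: 0% = DMSO-treated cells and 100% = gossypol-treated cells at 36 µM; higher means less SRC3-driven luciferase light from the GAL4 reporter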
Numbers without * were called inactive; . = not tested or not shown. No enrichment for hits; about 4.2% have a hit in one of these screens.

smiles,SRC3 inh,EBV LMP1 NFkB,CF NFkB block,TWEAK-Fn14 inh,C8 TRAIL sens,LRH-1 inv ag,NR2F2 inh,TROY signal inh,KKLEB cytotox,NCOA2 inhibitor,NCOA1 inh
COc1ccc(N2CCN(S(=O)(=O)c3cn(C)c(=O)n(C)c3=O)CC2)cc1,9,-1,2,7,-19,6,9,7,4,-7,0
CC1C(=O)N(Cc2cn(CCC3OCCCO3)nn2)CCS(=O)(=O)N1Cc1ccc(-c2ccc(F)nc2)cc1 (centres undefined),7,-6,-2,-18,-6,14,1,-36,12,13,15
COc1ccccc1N1CCN(CC(O)c2ccccc2)CC1 (centres undefined),-21,-4,-8,34,9,-9,0,6,8,11,-66
COc1ccc(CCN2C(=O)C3C4CC(C5C(C(=O)N/N=C\c6ccc(Cl)cc6)=NOC45)C3C2=O)cc1OC (centres undefined),-15,-6,3,-5,-10,13,3,6,0,-35,0
O=C(COC(=O)COc1ccccc1)Nc1ccc2c(c1)OCCO2,7,-8,4,4,4,11,-2,-17,5,5,-3
CCOCCCNC(=O)CC1Oc2ccc(C)cc2NC1=O (centres undefined),-10,1,-4,2,-9,7,-3,-3,-13,-10,7
COc1ccc(COC(=O)C2=C(C)NC(=O)NC2c2cccc(Br)c2)cc1 (centres undefined),-13,9,-17,21,-7,-4,16,45,0,-14,3
CCC(CC)C(=O)c1c[nH]c(C(=O)NCc2ccccc2OC)c1,-4,23,6,-3,-5,-18,-3,18,11,9,-10
Nc1nnc(N2CCCCCC2)s1,-12,-5,2,6,19,-1,-11,-9,6,6,13
COc1cc(/C=C(\C#N)C(=O)NCCc2ccccc2)cc(OC)c1O,2,8,15,26,-7,-5,14,12,-12,-30,-3
CCC(=O)N1c2ccccc2NC2=C(C(=O)CCC2)C1c1ccccc1 (centres undefined),15,1,-3,11,-3,12,3,-2,0,0,-21
COc1ccc(NC(=O)N(C)C[C@@H]2Oc3cc(C#CCN(C)C)ccc3S(=O)(=O)N([C@H](C)CO)C[C@H]2C)cc1,2,0,2,0,-6,9,10,-7,8,17,9
C1CCC(n2nnnc2CN2CCCC2)CC1,6,0,-21,1,9,15,4,0,9,1,2
O=C(Nc1ccnn1C1CCN(C/C=C/c2ccc(F)cc2)CC1)C1CCCC1,-2,-4,-4,-4,1,16,26,1,-12,10,19
Cc1ccc(Cn2c(N)c(S(=O)(=O)c3cccs3)c3nc4ccccc4nc32)cc1,-12,1,8,46,-3,-1,16,63*,-6,3,-7
Cc1cccc(N2CCN(Cc3nc(C4CC4)no3)CC2)n1,11,2,10,8,-1,7,8,-14,5,24,-4
CC(C)Cc1nnc(NC(=O)CCC(=O)N2CCN(C3CCCC3)CC2)s1,-3,4,-6,6,-8,1,-8,-6,0,-11,-38
C[C@H](CO)N1C[C@H](C)[C@@H](CN(C)C(=O)Nc2ccccc2)Oc2ccc(NC(=O)Nc3ccc(C(F)(F)F)cc3)cc2C1=O,15,-13,0,7,5,0,-4,1,8,6,-25
CC1(C)CC(=O)C(C=Nc2cc(C(=O)c3ccccc3)ccc2N)=C(O)C1,6,6,-36,25,-2,-9,-47,9,9,-1,-9
CCc1ccc(Nc2n[n+](-c3ccccc3)c(-c3cccc(C)c3)s2)cc1,-30,7,4,-5,22,-52,14,-16,-23,1,-47
Cc1ccc(-c2c(C(=O)N/N=C/c3cccc(Cl)c3)nnn2-c2nonc2N)cc1,0,-2,-1,20,7,-5,1,37,-7,13,-10
COc1cc(C(=O)NCc2ccc(C(=O)NCC(OC)OC)cc2)cc(OC)c1OC,8,2,14,-2,-4,17,4,4,-2,9,7
CCCCNC(=O)C1CCC(CNS(=O)(=O)c2ccc(NC(C)=O)cc2)CC1 (centres undefined),5,-4,4,-10,-17,-4,3,-11,0,6,-1
Cc1c(NC(=S)N/C(=N/S(=O)(=O)c2ccc(Cl)cc2)c2ccccc2)c(=O)n(-c2ccccc2)n1C,26,-9,-29,-3,-15,5,-20,12,2,7,7
O=C(OCC(=O)N1CCN(S(=O)(=O)c2ccccc2)CC1)C1CCC1,-10,20,3,-1,-6,-8,5,-17,10,21,-1
COc1ccc2[nH]c(C(=O)Nc3cccc(C)n3)cc2c1,-34,.,-7,40,55*,-126,-31,-65,11,-95,-134
CCN(CC(=O)NCc1ccc(F)cc1)Cc1cc(=O)n2ccsc2n1,3,-2,14,9,1,19,0,7,-1,-14,0
COC(=O)c1[nH]c2cc(C)ccc2c1NC(=O)CN1CCN(c2ccccc2OC)CC1,4,8,6,16,-3,-17,1,1,-6,3,-1
O=C(COc1ccc2c3c(c(=O)oc2c1)CCC3)NC1CCN(Cc2ccccc2)CC1,-8,2,-34,13,1,2,-18,-13,0,-14,5
COc1ccc2[nH]c3c(c2c1)CCNC3(C)CCc1ccc(Cl)nc1 (centres undefined),11,-6,12,21,-32,-4,14,4,-5,-2,-6
CCc1ccc(NC(=O)C2(c3ccccc3)CC2(Cl)Cl)cc1 (centres undefined),-9,-1,-4,12,11,5,7,-4,-7,-8,-11
O=C(CC1Sc2ccccc2NC1=O)NCc1cccc(Cl)c1 (centres undefined),14,0,-9,35,-9,4,2,-17,3,-12,7
CCSc1nc(C2CC2)cc(-c2ccco2)c1C#N,4,-2,3,21,-6,-10,8,-16,-13,10,1
Cc1cc(C)c2c(C)c(C(=O)NCc3ccc(S(N)(=O)=O)cc3)oc2c1,12,-8,-18,-18,3,7,-8,-2,1,-16,-26
CCOc1ccccc1NC(=O)N1CCC(c2nc3ccccc3[nH]2)CC1,-8,-4,13,-1,-26,-14,-2,-5,-1,-18,-16
CN(C)CCCNc1c2c(nc3ccccc13)CCC2,17,-8,-12,-14,-6,-16,-15,-2,-1,-34,20
COc1cc(/C=C2\SC(=S)N(Nc3ccccc3)C2=O)ccc1O,-58,6,-74,3,16,-47,-33,-10,-1,-41,-85
COCCN(C(=O)c1ccc(C)c(S(=O)(=O)N2CCOCC2)c1)c1c(N)n(CC(C)C)c(=O)[nH]c1=O,21,0,4,0,-1,2,21,-3,7,7,-17
CC(=O)c1ccc(Nc2ncnc3ccc(Br)cc23)cc1,42,13,60*,9,0,19,4,13,-27,23,30
CCc1ccc(NC(=S)N(Cc2ccccc2)Cc2ccccn2)cc1,-116,4,16,-46,21,0,0,-26,-2,-14,-65

Reformatted with values under each structure: part of the list above.
Every second line gives: SRC3 inh | EBV LMP1 NFkB | CF NFkB block | TWEAK-Fn14 inh | C8 TRAIL sens | LRH-1 inv ag | NR2F2 inh | TROY signal inh | KKLEB cytotox | NCOA2 inhibitor | NCOA1 inh
> Cc1ccc(-c2c(C(=O)N/N=C/c3cccc(Cl)c3)nnn2-c2nonc2N)cc1
    0 | -2 | -1 | 20 | 7 | -5 | 1 | 37 | -7 | 13 | -10
> CCc1ccc(NC(=S)N(Cc2ccccc2)Cc2ccccn2)cc1
    -116 | 4 | 16 | -46 | 21 | 0 | 0 | -26 | -2 | -14 | -65

Additional structures
smiles,SRC3 inh,EBV LMP1 NFkB,CF NFkB block,TWEAK-Fn14 inh,C8 TRAIL sens,LRH-1 inv ag,NR2F2 inh,TROY signal inh,KKLEB cytotox,NCOA2 inhibitor,NCOA1 inh
CN1CCN(C(=O)CCNC(=O)Cn2cnc3ccccc3c2=O)CC1,12,5,18,3,2,-5,-14,4,-1,6,22
Cc1ccc(C)c(Cn2c(=O)n(C)c(=O)c3sccc32)c1,0,-15,4,-6,-32,-6,7,-1,4,6,-40
Nc1nc(Nc2ccccc2)nc2c1ncn2[C@@H]1O[C@H](CO)[C@@H](O)[C@H]1O,-23,8,-4,-29,-6,17,-48,5,-3,-30,-10
CCN1C(=O)[C@@H]2[C@@H](c3ccc(-c4ccc(F)cc4)cc3)N3CCC[C@@]3(C(=O)OC)[C@@H]2C1=O,-14,4,-25,-4,-6,6,1,11,-13,7,2
Cc1cc(C)c2nc(Nc3nc(-c4ccccc4)cc(=O)[nH]3)nc(C)c2c1,-15,-3,-21,-38,14,0,4,-44,-10,-11,-3
COc1ccc(-c2nnc(-c3ccccc3)o2)cc1OC,-67,-5,2,-11,24,-82,-40,-73,-8,-59,-69
COc1cc(C2C(C(=O)c3ccco3)=C(O)C(=O)N2c2cc(C)on2)cc(Br)c1O (centres undefined),12,-4,-8,-3,0,10,-3,5,3,-17,-24
COc1cccc(S(=O)(=O)N(C)C[C@@H]2OCc3cn(nn3)CCCC(=O)N([C@H](C)CO)C[C@H]2C)c1,12,-6,0,6,-21,-6,4,-10,10,-2,7
CCCCCCC(=O)NNC(=O)c1c(O)c2ccccc2n(CC)c1=O,5,-4,13,-11,-5,1,18,-10,-2,-3,7
CCc1ccc(N2C(=O)c3sc4nnc(C)c(=O)n4c3C2=O)cc1,-10,-1,-8,24,-10,11,-4,19,17,-14,6
Nc1cccc(S(=O)(=O)c2cccc(N)c2)c1,-7,0,1,6,19,-2,5,8,-1,-17,-5
CSc1cccc(NC(=O)Nc2ccc(Cl)cc2)c1,-24,1,11,-1,3,-51,-26,24,6,-29,-32
O=C(CSc1ncnc2ccccc12)NC1CCS(=O)(=O)C1 (centres undefined),-10,-3,3,10,-14,-1,5,7,6,14,-51
CCCCC1(C)NC(=O)N(CC(=O)Nc2cc(S(=O)(=O)N3CCOCC3)ccc2Cl)C1=O (centres undefined),5,-11,-12,-30,-8,-1,2,-6,-16,-8,-4
Cc1cc(C)cc(OCC(=O)O/N=C(\N)c2ccccc2Cl)c1,7,-3,12,-16,1,-5,4,-31,7,-9,6
CCN(CC)C(=O)c1cc2cc(Br)ccc2oc1=O,-4,4,11,0,7,-8,-29,-9,-2,7,6
O=C(c1ccccc1Br)N1CCN(c2ccccc2)CC1,-4,1,-6,-3,-7,1,-5,2,4,3,6
COc1ccc(N2CC(C)Cn3c2nc2c3c(=O)n(Cc3ccc(C)cc3)c(=O)n2C)c(OC)c1 (centres undefined),15,9,17,-11,5,-2,5,14,-10,15,6
COC(=O)c1cccc(-n2[nH]nnc2=S)c1,17,-16,-4,16,5,9,3,13,-6,1,4
Cc1cccc(-n2c(O)c(C=NCc3ccccn3)c3ccccc3c2=O)c1,9,0,0,6,26,20,4,6,-16,-23,16
COc1ccc(C2CCCN2C(=O)Nc2ccc(F)cc2)cc1OC (centres undefined),1,6,-1,-10,-4,-9,-10,2,-1,8,-2
Cc1ccc(NC(=O)CN(C)C(=O)CSc2nccn2C)cc1,-12,-4,-12,-9,-9,-1,-6,-2,-7,-8,-31
CN(c1ccccc1)S(=O)(=O)c1cccc(NC(=O)CSc2ncc(C(F)(F)F)cc2Cl)c1,13,-3,3,33,7,-23,14,17,-2,15,5
CN(C)c1ccc(NC(=O)C[n+]2ccccc2)cc1,13,2,-1,20,-3,0,16,3,-11,-13,15
CC[C@@H]1Cc2[nH][nH]c(=O)c2[C@H](CC(C)C)O1,.,.,.,5,-8,5,0,7,.,-32,.
Cc1cc(NC(=O)CCc2ccc(S(=O)(=O)N3CCOCC3)cc2)n(-c2ccccc2)n1,17,15,-5,10,6,15,12,20,-12,10,10
CN1C(=O)CSC1=Nc1ccc(F)cc1,-3,3,-10,13,0,12,8,5,9,23,7
